# LYPLA1 counter – LYPLA1 inhibitors, primary screen, counter-screen for PME1 inhibitor project, biochemical, fluorescence polarization, FP-Rh probe ABPP. Acyl-protein thioesterase 1 (Homo sapiens), O75608. 320,000 compounds, 0.16% hits. inhibition, % at 5.9 µM. recombinant LYPLA1;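 active means inhibition above the mean of all tested compounds plus 3 SD, set per campaign, cut at about 14% in these data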;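 further: inhibitors block serine hydrolase probe labeling of LYPLA1 so polarization falls; 0% = enzyme with DMSO and 100% = wells lacking LYPLA1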
# LYPLA2 inh – LYPLA2 inhibitors, primary screen, counter-screen for PME1 inhibitor project, biochemical, fluorescence polarization, FP-Rh probe ABPP; inhibition, % at 5.9 µM; recombinant LYPLA2; 320,000 compounds, 0.38% hits; AID 2177, 2009;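 active means inhibition above the screen-wide mean plus 3 SD, limit set per campaign, cut at about 26% in these data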;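 further: 0% = LYPLA2 with DMSO and 100% = wells lacking LYPLA2 enzyme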
# pPAFAH FP inh – pPAFAH enzyme inhibitors, primary screen, biochemical, fluorescence polarization, human; inhibition, % at 3.39 µM; 330,000 compounds, 1.5% hits; recombinant pPAFAH, FP-rhodamine probe fluorescence polarization; AID 463082, 2010;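 active means inhibition above the mean inhibition across the screen plus 3 SD, cut at about 25% in these data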;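 further: inhibitors block binding of the rhodamine activity-based probe so polarization drops; 0% = enzyme with DMSO and 100% = wells lacking pPAFAH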
# ZTA DNA inh – blocks Epstein-Barr virus ZTA, an EBNA-1 counter-screen | P03206 | ZTA-DNA binding, fluorescence polarization | inhibition, % at 11 µM | 320,000 compounds, 0.15% hits | AID 2234; in the data active means inhibition above about 33%
# Target sequence (P03206 whole entry, looked up): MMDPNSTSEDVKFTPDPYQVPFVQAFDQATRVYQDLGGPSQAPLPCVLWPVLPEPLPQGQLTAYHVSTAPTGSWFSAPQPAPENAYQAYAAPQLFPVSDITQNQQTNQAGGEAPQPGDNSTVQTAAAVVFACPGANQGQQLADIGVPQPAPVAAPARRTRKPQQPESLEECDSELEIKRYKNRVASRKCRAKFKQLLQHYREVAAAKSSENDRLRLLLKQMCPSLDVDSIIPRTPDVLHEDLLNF
# PAFAH1B2 inh – PAFAH1B2 enzyme inhibitors, primary screen, biochemical, fluorescence polarization, human; AID 492953, 2010; inhibition, % at 3.39 µM; recombinant PAFAH1B2, FP-rhodamine activity probe; 340,000 compounds, 1.2% hits;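 active means inhibition above the mean of all tested compounds plus 3 SD, cut at about 24% in these data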;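 further: 0% = enzyme with DMSO and 100% = wells lacking PAFAH1B2; many of its hits are not listed in these tables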
# PAFAH2 inh – PAFAH2 enzyme inhibitors, primary screen, biochemical, fluorescence polarization, human; 340,000 compounds, 0.99% hits; inhibition, % at 3.39 µM; recombinant PAFAH2, FP-rhodamine activity probe; AID 492956, 2010;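 active means inhibition above the mean over all tested compounds plus 3 SD, cut at about 30% in these data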;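 further: inhibitors block probe labeling of enzyme so polarization drops; 0% = enzyme with DMSO and 100% = wells lacking PAFAH2 protein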
# EBNA-1 inh – EBNA-1 DNA-binding inhibitors, primary screen, biochemical, fluorescence polarization; inhibition, % at 14.8 µM; 300,000 compounds, 0.34% hits; AID 1950, 2009; in the data active means inhibition above about 28%
# PAFAH1B3 inh – PAFAH1B3 enzyme inhibitors, primary screen, biochemical, fluorescence polarization, human; inhibition, % at 3.39 µM; recombinant PAFAH1B3, FP-rhodamine probe; AID 492972, 2010; 340,000 compounds, 0.28% hits;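 active means inhibition above the screen-wide average of all tested compounds plus 3 SD, cut at about 25% in these data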;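 further: 0% = enzyme with DMSO only and 100% = wells lacking PAFAH1B3 protein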
# PREPL inhibitor – PREPL enzyme inhibitors, primary screen, biochemical, fluorescence polarization; inhibition, % at 5.96 µM; Prolyl endopeptidase-like (Homo sapiens), Q4J6C6; AID 2751, 2010; 320,000 compounds, 0.68% hits; recombinant PREPL, fluorescence polarization activity-based probe; in the data active means inhibition above about 43%;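 further: 0% = enzyme with DMSO and 100% = wells lacking enzyme; many of its hits are not listed in these tables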
# Target sequence (Q4J6C6 whole entry, looked up): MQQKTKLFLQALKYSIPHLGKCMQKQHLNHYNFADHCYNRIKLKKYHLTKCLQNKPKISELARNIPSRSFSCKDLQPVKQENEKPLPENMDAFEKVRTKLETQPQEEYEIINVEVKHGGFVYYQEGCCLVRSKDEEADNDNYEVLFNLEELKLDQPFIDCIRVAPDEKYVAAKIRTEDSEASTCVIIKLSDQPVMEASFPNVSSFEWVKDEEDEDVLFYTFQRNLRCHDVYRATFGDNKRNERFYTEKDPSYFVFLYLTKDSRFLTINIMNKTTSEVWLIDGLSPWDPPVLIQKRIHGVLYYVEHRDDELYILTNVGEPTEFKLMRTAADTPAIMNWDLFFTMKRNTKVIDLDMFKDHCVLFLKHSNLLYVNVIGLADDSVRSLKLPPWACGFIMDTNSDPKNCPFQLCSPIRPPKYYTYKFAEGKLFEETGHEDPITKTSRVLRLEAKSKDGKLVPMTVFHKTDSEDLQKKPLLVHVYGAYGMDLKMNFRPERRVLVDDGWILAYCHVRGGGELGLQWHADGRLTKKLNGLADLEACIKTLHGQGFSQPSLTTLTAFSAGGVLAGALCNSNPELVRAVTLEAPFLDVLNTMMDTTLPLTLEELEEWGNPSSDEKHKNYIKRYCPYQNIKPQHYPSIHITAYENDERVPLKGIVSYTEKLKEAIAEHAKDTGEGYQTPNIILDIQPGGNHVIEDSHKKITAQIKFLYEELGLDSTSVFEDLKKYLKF
# * = called active by the depositor; nt = no result given. The list is partial; rates above refer to the full screens.
SMILES,LYPLA1 counter,LYPLA2 inh,pPAFAH FP inh,ZTA DNA inh,PAFAH1B2 inh,PAFAH2 inh,EBNA-1 inh,PAFAH1B3 inh,PREPL inhibitor
N/C(=N\OC(=O)c1cnn(-c2ccccc2)c1C(F)(F)F)c1ccc(C(F)(F)F)cc1,0,-6,3,-8,3,5,-15,12,3
COc1ccccc1NCC(=O)N/N=C(\C)c1cccs1,0,-4,7,1,5,2,-1,3,11
O=C(Nc1cccc(C(F)(F)F)c1)C1CCCCC1,-2,1,-1,5,1,0,5,-3,-7
O=C(Nc1ccc2oc(-c3ccncc3)nc2c1)c1ccco1,-2,-5,-5,-9,4,6,-8,12,0
CCCCn1c(=O)[nH]c(=O)c2c1nc(COc1ccc(C#N)cc1)n2CCC,2,10,-2,11,5,4,0,3,15
Cc1ccccc1Nc1c(-c2ccncc2)nc2ccc(Br)cn12,-3,3,8,-4,2,-1,0,3,16
Cc1ccc2cc(CN(C(=O)c3cccnc3)C(C)C)c(=O)[nH]c2c1,0,3,5,3,3,2,-6,-5,4
CC(=O)Nc1ccc(NC(=O)c2ccc(N(C)S(=O)(=O)c3ccc(C)cc3)cc2)cc1,-1,-1,1,5,1,2,9,1,-2
C#CCOC(=O)c1ccccc1C(=O)N(CC)CC,-1,-3,1,8,5,9,1,-1,0
CN(C(=O)COC(=O)CCc1c[nH]c2ccccc12)c1ccccc1,-2,-7,-1,11,9,13,-2,-2,-11
Nc1cc(C(=O)OCC(=O)NCc2ccco2)ccc1Cl,0,-2,16,9,1,36*,13,0,-2
COc1ccc(-c2noc(CCCC(=O)NCc3ccco3)n2)cc1OC,0,5,2,5,6,7,5,3,5
Cc1cc(F)ccc1NC(=O)c1cc(S(=O)(=O)N2CCCC2)cn1C,1,-2,6,3,-1,0,8,1,-8
COc1cc(OC)c(NC(=S)NCc2ccccc2)cc1Cl,-3,-2,6,10,0,6,5,-4,4
O=[N+]([O-])c1ccc(-c2ccc(C=Nc3cccc4ccccc34)o2)cc1,0,3,4,-2,0,1,-12,6,34
CO/N=C/CC(=O)c1ccc([N+](=O)[O-])c(CS(=O)(=O)c2ccc(Cl)cc2)c1,4,1,8,-3,9,-5,6,3,8
CCCCn1c(N)c(N(CCC(C)C)C(=O)C2CC(=O)N(c3cccc(SC)c3)C2)c(=O)[nH]c1=O (stereo not given),4,3,1,-19,-2,2,8,-5,13
COc1ccc([C@H](NC(=O)OC(C)(C)C)C(=O)OC(C)(C)C)cc1,0,4,2,10,4,2,nt,8,0
CC1CCC(NC(=O)CN(C)S(=O)(=O)c2cccc3cccnc23)CC1 (stereo not given),1,5,4,4,8,1,10,4,7
CC1(c2cc(C(F)(F)F)n3nc(C(=O)O)cc3n2)CC1,2,3,2,-7,-5,-2,11,-10,10

# Overlap with the part before: 3 entries, followed by the next part.
SMILES,LYPLA1 counter,LYPLA2 inh,pPAFAH FP inh,ZTA DNA inh,PAFAH1B2 inh,PAFAH2 inh,EBNA-1 inh,PAFAH1B3 inh,PREPL inhibitor
COc1ccc([C@H](NC(=O)OC(C)(C)C)C(=O)OC(C)(C)C)cc1,0,4,2,10,4,2,nt,8,0
CC1CCC(NC(=O)CN(C)S(=O)(=O)c2cccc3cccnc23)CC1 (stereo not given),1,5,4,4,8,1,10,4,7
CC1(c2cc(C(F)(F)F)n3nc(C(=O)O)cc3n2)CC1,2,3,2,-7,-5,-2,11,-10,10
Cc1ccc(C(=O)N/C(=C\c2cccs2)C(=O)N2CCOCC2)cc1C,-3,0,0,5,4,2,0,10,-2
COC(=O)C(C)Oc1ccc(Oc2nc(Cl)ccc2Cl)cc1 (stereo not given),-1,-1,8,9,4,5,1,-1,1
Cc1cc(S(=O)(=O)N2CCN(c3ccccc3O)CC2)c(C)s1,1,0,3,2,-3,9,3,2,-15
Cc1c(N(C(=O)CNC(=O)c2ccccc2)C2(C(=O)NC3CCCCC3)CCCCC2)c(=O)n(-c2ccccc2)n1C,10,14,8,-16,0,2,6,9,0
O=C(c1ccc(CS(=O)c2cccc(Cl)c2)o1)N1CCOCC1 (stereo not given),-3,-6,4,10,5,-4,11,0,1
CN(C)S(=O)(=O)c1ccc(NC(=O)C2CC(=O)N(Cc3ccccc3)C2)cc1 (stereo not given),1,2,4,2,7,2,3,4,1
O=C(Nc1cnn(Cc2c(Cl)cccc2Cl)c1)c1ccc([N+](=O)[O-])cc1,-1,-4,1,-9,-3,-8,12,5,0
CCOC(=O)c1cc(C(O)(C(F)(F)F)C(F)(F)F)c(/N=C/N(C)C)o1,-1,6,-3,-4,11,6,1,6,-2
CCC(C(=O)NC1CCCCC1)n1c(SCc2cccc(F)c2)nc2ccncc21 (stereo not given),-3,-4,0,1,-1,5,9,3,4
CC(=N\NC(=O)c1cc(Br)ccc1O)/C(=N/O)C(=O)Nc1ccccc1,-1,-3,12,-8,-1,7,-1,11,8
O=C(Nc1ccccc1C(F)(F)F)C1CCN(C(=O)c2cccs2)CC1,5,0,0,0,4,9,8,5,3
COc1ccc(-c2noc(N3CCCC(C(=O)Nc4ccc(C(C)=O)cc4)C3)n2)cc1 (stereo not given),2,13,-3,-3,-1,-1,0,3,6
CCOC(=O)c1cc(S(=O)(=O)N2CCCC2)cn1C,-1,-1,4,9,1,-1,8,10,-4
Cc1ccc(C)c(NC(=O)C2CCCN(S(=O)(=O)c3c(C)nn(C)c3C)C2)c1 (stereo not given),2,2,5,-15,4,4,-1,4,-2
CCOc1cc2[nH]c(=S)n(Cc3ccc(C(=O)NCCCOC)cc3)c(=O)c2cc1OCC,1,-1,7,-2,7,-3,-3,2,9
CC(NC(=O)CNC(=O)c1cccc(Cl)c1)c1ccccc1 (stereo not given),1,-4,-2,-7,-1,3,-15,-2,14
O=C(COc1ccccc1)NCc1cccs1,0,-4,-2,-1,3,1,-8,4,14
OCCC1CN(Cc2ccc(-n3cccn3)cc2)CCN1Cc1ccccc1 (stereo not given),0,3,3,14,3,5,3,1,5
N#C/C(=C\c1ccc(Sc2nc3ccccc3[nH]2)o1)c1ccccc1,-17,-24,0,-6,-3,-13,3,-11,-9
CC(=O)c1ccc(NC(=O)NCc2ccc(F)cc2)cc1,-3,-6,0,-2,0,6,-2,3,-12
S=C(NCCCN1CCOCC1)Nc1ccc(Nc2ccccc2)cc1,0,2,3,-3,3,7,-9,4,24
O=C(NCc1ccccc1)NCc1cccs1,-5,1,1,15,1,-4,5,4,-8
O=C(/C=C/c1ccc(S(=O)(=O)NCc2ccco2)cc1)NCc1cccc(Cl)c1,-16,-20,29*,-21,-1,2,-6,7,-7
CCNC(=O)COc1ccc(F)cc1C(=O)c1cnn(-c2ccccc2)c1,-6,-4,1,9,-2,9,-17,10,12
CN(Cc1ccccc1)S(=O)(=O)c1ccc(NC(=O)C2CCCO2)cc1 (stereo not given),-2,-2,-2,-15,5,9,-4,-2,-4
COc1cc(OC)c2ccc(=O)oc2c1C(CC(=O)N1CCCC(C)C1)c1ccc2c(c1)OCO2 (stereo not given),0,-3,2,15,-2,6,5,7,-32
C=CCn1c(-c2ccccc2)ccc(C#N)c1=O,0,-3,4,19,0,-1,8,4,-23
CC(C)CCOCC(=O)Nc1cccc(C(=O)O)c1,2,4,-2,-4,5,-8,2,6,2
Cc1nc(NC(=O)/C=C/c2ccccc2)n[nH]1,-2,2,-1,4,7,-3,3,3,-2
COc1ccc(C(=O)NCC(=O)N/N=C/c2cn[nH]c2-c2ccccc2)cc1,0,1,5,6,-1,-3,3,-3,-10
Cc1cc2cc(CNS(=O)(=O)c3ccccc3)ccc2n1C,3,-3,47*,10,13,18,0,6,32
CC(=O)Nc1cccc(NC(=O)CSc2nnc(Cc3cccn3C)n2CCc2ccccc2)c1,-1,-8,-1,15,3,-6,-7,5,-6
CCOc1ccc(N2CC(C(=O)NCCc3ccccc3)CC2=O)cc1 (stereo not given),-2,2,3,-7,-1,2,-2,-3,-2
Cn1cc(C(=O)N2CCc3ccccc3C2)c(=O)c2cc(S(=O)(=O)N3CCOCC3)ccc21,0,-2,-2,-3,3,-4,-1,8,19
O=C(COc1ccc(Cl)cc1)Nc1ccccc1Cl,-3,-7,-2,-5,1,0,-3,-1,6
c1ccc(OCCOc2cccc3cccnc23)cc1,2,4,-1,2,1,-1,2,0,6
COc1cccc(OCc2cc(C(=O)NCCc3cccc(C)n3)no2)c1,1,5,4,3,11,-2,-3,4,2
COc1ccc(NC(=O)COc2ccc(S(=O)(=O)N3CCOCC3)cc2C)cc1OC,1,2,4,3,4,0,-3,9,9
N#CC1(NC(=O)CN2C(=O)c3ccccc3C2=O)CCCCC1,-3,-5,-5,0,4,24,nt,9,17
CCc1nn(CC(=O)N2CCC(C)CC2)c(=O)c2cccn12,5,3,3,6,3,8,-10,6,-6

# In another format: two of the compounds above.
Structure | LYPLA1 counter | LYPLA2 inh | pPAFAH FP inh | ZTA DNA inh | PAFAH1B2 inh | PAFAH2 inh | EBNA-1 inh | PAFAH1B3 inh | PREPL inhibitor
COc1cccc(OCc2cc(C(=O)NCCc3cccc(C)n3)no2)c1 | 1 | 5 | 4 | 3 | 11 | -2 | -3 | 4 | 2
CC(=O)Nc1cccc(NC(=O)CSc2nnc(Cc3cccn3C)n2CCc2ccccc2)c1 | -1 | -8 | -1 | 15 | 3 | -6 | -7 | 5 | -6

# Additional results.
SMILES,LYPLA1 counter,LYPLA2 inh,pPAFAH FP inh,ZTA DNA inh,PAFAH1B2 inh,PAFAH2 inh,EBNA-1 inh,PAFAH1B3 inh,PREPL inhibitor
COc1cccc2c1C(=O)c1ccc3ccccc3c1C2=O,5,7,7,3,8,20,-5,3,2
Cc1ccc(NC(=O)Cn2cc(C=O)c3ccccc32)cc1,4,5,-4,9,4,-7,-2,6,-5
Cn1c(-c2ccc(C(=O)c3ccccc3)s2)nc2ccccc21,3,5,-9,1,-2,0,-2,1,-1
Cc1cc(Oc2ccc(Cl)cc2)nc(-c2ccccc2O)n1,-6,-5,-8,-13,6,0,-4,3,7
O=C(CCN1C(=O)C2CCCCC2C1=O)N1CCN(S(=O)(=O)c2ccccc2)CC1 (stereo not given),0,-6,3,-1,6,-2,-7,6,6
COc1ccc(CNC(=O)Cn2cnc3c(SC)nc(N)nc32)cc1,nt,nt,5,nt,7,7,nt,9,-3
CC1Cc2ccccc2N1C(=O)c1cc2c(=O)n3ccccc3nc2n1C (stereo not given),-3,5,3,-11,6,-5,-5,2,12
O=C(O)CCc1nc(-c2ccccc2)no1,-4,-5,-9,8,6,-6,-13,14,8
CCOC(=O)c1c(C)[nH]c(C(=O)NCC(c2ccco2)N2CCCCC2)c1C (stereo not given),nt,nt,1,nt,4,3,nt,2,-1
Cc1noc(C)c1-c1nc(CS(=O)(=O)c2ccccc2)no1,-2,-1,3,0,3,8,6,1,-1
CCCc1[nH][nH]c(=O)c1C(c1cccc(Cl)c1)C(C#N)C#N (stereo not given),3,7,3,8,6,-1,-8,2,-14
CCCCOCCCNC(=S)Nc1ccc(S(=O)(=O)N2CCOCC2)cc1,0,2,3,-10,2,4,-2,6,-2
CCNC(=S)N/N=C/c1cn(Cc2ccc(F)cc2)c2ccccc12,-5,9,11,15,4,4,3,24,17
CCN1C(=O)C(CC(=O)Nc2c(C)cccc2C)Nc2cc(S(=O)(=O)N(C)C)ccc21 (stereo not given),-1,-2,7,12,0,-2,-6,4,0
CCc1nn(CC(=O)NCCc2ccc(Cl)cc2)c(=O)c2cccn12,-1,-4,-2,2,8,4,-20,4,5
COc1ccc2cc(CO)c(Cl)nc2c1,2,3,1,-4,6,2,3,-5,-1
CCOc1ccc(S(=O)(=O)N(C)c2ccc(OCC(=O)NCC3CCCCC3)cc2)cc1,nt,nt,6,nt,-1,2,nt,4,25

# Assay outcomes as filed in PubChem.
